# Pf growth 96h: inhibits malaria parasite growth, 96 h; P. falciparum luciferase reporter growth, 96 h; Potency, µM (highest dose often 28.7 µM), inactives show at the top dose activity change, negative = inhibition, most hits filed as inhibitors; 6.9% of 320,000 active; AID 504834
#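 P. falciparum expressing integrated firefly luciferase grown in erythrocytes (2% hematocrit, 0.05% parasitemia final) with compounds for 96 hours at 37 C, 5% CO2. Growth inhibition read as loss of luminescence after adding luciferase detection reagent.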
# HCV inh: HCV inhibition; Huh7.5.1 HCVcc-Cre infection, luciferase reporter, 44 h; Potency, µM (series often up to 41.8 µM), without a hit: at the highest dose activity change, negative = inhibition, actives largely listed as inhibitors; 3.4% of 340,000 active; AID 651820
#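 Infectious HCVcc-Cre (~0.5 moi) was added to cells just after compound, with cells seeded 4 h earlier at 1,000 per well. Luciferase activity after 44 h culture reported infection; substrate was incubated 15 min at room temperature before reading.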
# TbPYK inhibitor: blocks Trypanosoma brucei pyruvate kinase; Q57TT1; AID 624173; 0.12% of 410,000 active; Potency, µM (doses to about 76.8 µM), for the others: at the top dose activity, negative = inhibition, most hits filed as inhibitors; TbPYK enzyme, Kinase-Glo Plus ATP luminescence, 45 min; note: nearly all actives have a fitted effect of over 50% in size
#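 TbPYK + substrate in 50 mM TEA pH 7.2, 100 mM KCl, 10 mM MgCl2, 0.05% BSA, 0.01% Tween-20; cpd pinned; ADP 130 uM final; 45 min RT; Kinase-Glo Plus 10 min; luminescence endpoint.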
# LmPK inhibitor: LmPK (Leishmania mexicana) enzyme inhibition | Q27686 | purified LmPK, Kinase-Glo ATP luminescence, 1 h | Potency, µM (titrated, usually from 57.5 µM), for inactives: top-dose activity change, negative = inhibition, actives largely listed as inhibitors | 0.37% of 290,000 active | AID 1721
# Target sequence (Q27686 whole entry, looked up): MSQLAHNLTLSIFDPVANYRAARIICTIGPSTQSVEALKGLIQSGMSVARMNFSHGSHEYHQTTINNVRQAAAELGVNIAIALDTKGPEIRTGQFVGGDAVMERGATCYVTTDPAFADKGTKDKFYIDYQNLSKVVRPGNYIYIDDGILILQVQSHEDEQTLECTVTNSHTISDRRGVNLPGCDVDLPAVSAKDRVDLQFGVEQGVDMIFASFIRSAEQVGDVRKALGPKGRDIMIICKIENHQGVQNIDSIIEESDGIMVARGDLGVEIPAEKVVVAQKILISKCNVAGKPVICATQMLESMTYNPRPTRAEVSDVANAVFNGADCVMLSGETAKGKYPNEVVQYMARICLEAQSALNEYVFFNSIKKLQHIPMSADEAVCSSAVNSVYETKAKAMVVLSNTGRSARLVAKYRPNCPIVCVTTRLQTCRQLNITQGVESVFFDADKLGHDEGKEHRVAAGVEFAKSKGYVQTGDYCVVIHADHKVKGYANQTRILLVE
#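 Purified LmPK (0.1 nM) with 0.5 mM PEP and 0.1 mM ADP in imidazole buffer pH 7.2 with MgCl2/KCl, 1 h at room temperature. ATP formed was read by luciferase luminescence and normalized to no-enzyme and uninhibited controls.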
# Pf growth 48h: inhibits P. falciparum growth in the first generation, 48 h; Potency, µM (top dose mostly 28.7 µM), for the others: top-dose activity change, negative = inhibition, actives largely listed as inhibitors; 5.9% of 310,000 active; P. falciparum luciferase growth in erythrocytes, 48 h
#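 Compounds are pin-transferred into medium, infected erythrocytes (2% hematocrit, 0.1% parasitemia final) are added, and plates sit one parasite generation at 37 C in 5% CO2. Detection reagent is then added and luminescence measured.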
# Sm TGR inh: blocks Schistosoma mansoni thioredoxin glutathione reductase. Q962Y6. purified TGR, DTNB reduction, TNB absorbance 405 nm. Potency, µM (highest dose often 114 µM), for inactives: top-dose activity change, negative = inhibition, hits mostly inhibitors. 3% of 360,000 active; note: nearly all actives have a fitted effect of over 60% in size
#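 TGR 20 nM + NADPH 100 uM (dispensed conc.), cpd preinc 15 min RT; start with NADPH (500 uM addition) then DTNB (15 mM addition). Kinetic TNB absorbance, 405 nm filter. Four-parameter Hill fit across titration.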
# An asterisk follows results filed as active; ? = inconclusive; . = no result given; & = joins results of further samples; [ ] = remark or other dose. Calls come from the whole dose curve; as a rule, active = well fitted curve in the direction sought with a large enough effect; inconclusive = small, poorly fitted or top-dose-only effect, or another doubt; inactive = no such curve, though single readings can be large; an effect the other way counts as inactive or inconclusive. % is set by controls: 0 for no effect and ±100 for the full control effect; potency is the fitted concentration of half-maximal effect.
item | canonical_smiles | HCV inh | Sm TGR inh | LmPK inhibitor | Pf growth 48h | Pf growth 96h | TbPYK inhibitor
1 | O=C(Cn1nnc2ccccc2c1=O)N1CCOCC1 | -7% | 2% | 4% | 27% | -10% | -8%
2 | COc1ccc(CN(C)CC(=O)Nc2sc3c(c2C#N)CCC3)c(OC)c1 | ? | -6% | -1% | ? | -28% | -6%
3 | O=S(=O)(Cc1ccc(Cl)cc1)N1CCN(Cc2ccccc2)CC1 | 19% | -14% | 4% | 39%[activator] | ? | 10%
4 | Cn1cc(CN2CCC(n3nccc3NC(=O)c3ccccc3Cl)CC2)cn1 | . | -20% | 4% | -18% | -14% | -8%
5 | COCc1cc(C)nc(SCC(=O)Nc2ccc3c(c2)OCCO3)c1C#N | ? | -29% | -9% | 49%[activator] | 11% | 4%
6 | Cc1nn2c(COc3ccc(NC(=O)C(C)C)cc3)nnc2c2ccccc12 | 3% | 2% | -1% | ? | 37%[activator] | -6%
7 | CC(=O)c1c(C)[nH]c(C(=O)Nc2cc(S(=O)(=O)N(C)C)ccc2C)c1C | -21% | -3% | 16% | -8% | 37% | -3%
8 | O=C(N[C@@H]1C[C@H]2CC[C@@H]1C2)c1ccco1 | 5% | -11% | -5% | -1% | ? | 3%
9 | COc1c(OC(C)=O)ccc(/C=N\NC(=O)c2ccc(Br)cc2)c1[N+](=O)[O-] | -27% | -1% | 3% | -25% | ? | 5%
10 | O=C(COc1cccc(F)c1)Nc1ccc2[nH]c(=O)[nH]c2c1 | -34% | . | 1% | 48%[activator] | 8% | 0%
11 | CC(=O)NC(Cc1ccc(O)cc1)C(=O)NN (stereo not given) | 19% | -1% | -4% | -25% | -21% | -2%
12 | Cc1ccnn1CC(=O)N/N=C/c1cccs1 | 27% | 0% | 2% | 20% | 32%[activator] | 2%
13 | O=C(CN1C(=O)c2ccccc2C1=O)Nc1ccccc1F | 22% | -2% | 5% | 4% | . | 3%
14 | CCn1ncc([C@@H]2C[C@H]3CN(Cc4ccccc4C)C(=O)[C@]34CCCN24)c1C | 4% | -2% | -1% | ? | -30% | 0%
15 | CC(Oc1ccc(F)cc1)C(=O)Nc1nc(-c2ccccn2)cs1 (stereo not given) | 8.9µM* | -27% | . | 2.6µM* | 2.3µM* | 0%
16 | COc1ccccc1N(C)S(=O)(=O)c1ccc(C(=O)NCC2CCCCC2)cc1 | ? | -7% | . | 13µM* | ? | 0%
17 | O=c1c2cc([N+](=O)[O-])ccc2nc2n1CCC2 | 22% | 1% | 0% | 0% | 0% | -1%
18 | CCOc1ccccc1NC(=S)NC1CCCCC1 | ? | 4% | -6% | ? | 0% | -8%
19 | COC(=O)c1sccc1NC(=O)c1cc(OC)cc(OC)c1 | -4% | 4% | 8% | 5% | 28% | -10%
20 | COc1ccc(C(CNC(=O)c2ccc(OCc3ccccc3)cc2)N2CCOCC2)cc1 (stereo not given) | -8% | -1% | . | ? | ? | -5%

# Shown with two lines to a compound: part of the list above.
# Order of values: HCV inh, Sm TGR inh, LmPK inhibitor, Pf growth 48h, Pf growth 96h, TbPYK inhibitor
11: CC(=O)NC(Cc1ccc(O)cc1)C(=O)NN (stereo not given)
 : 19%, -1%, -4%, -25%, -21%, -2%
12: Cc1ccnn1CC(=O)N/N=C/c1cccs1
 : 27%, 0%, 2%, 20%, 32%[activator], 2%
13: O=C(CN1C(=O)c2ccccc2C1=O)Nc1ccccc1F
 : 22%, -2%, 5%, 4%, ., 3%
14: CCn1ncc([C@@H]2C[C@H]3CN(Cc4ccccc4C)C(=O)[C@]34CCCN24)c1C
 : 4%, -2%, -1%, ?, -30%, 0%
15: CC(Oc1ccc(F)cc1)C(=O)Nc1nc(-c2ccccn2)cs1 (stereo not given)
 : 8.9µM*, -27%, ., 2.6µM*, 2.3µM*, 0%

# Continued:
item | canonical_smiles | HCV inh | Sm TGR inh | LmPK inhibitor | Pf growth 48h | Pf growth 96h | TbPYK inhibitor
21 | O=C(O)CN(C1CCCCC1)S(=O)(=O)c1ccc(F)cc1 | 13% | 46% | 3% | 5% | 12% | 4%
22 | CC(=O)Cn1c(CN2CCN(C(=O)c3ccco3)CC2)nc2c1c(=O)n(C)c(=O)n2C | 7% | -17% | -2% | -14% | 6% | -10%
23 | COc1ccc(C(c2c(C)[nH]n(-c3ccccc3)c2=O)c2c(C)[nH]n(-c3ccccc3)c2=O)cc1OC | 4% | 1% | 2% | 7% | ? | -4%
24 | O=C(CCCCl)Nc1c2c(nn1-c1ccccc1)CSC2 | 4% | -1% | 0% | -9% | 8% | -13%
25 | CC(C)N(Cc1nnc(-c2ccccc2Cl)o1)C(=O)c1cccc(C#N)c1 | . | -1% | 5% | -27% | 6% | .
26 | CC(=O)N[C@H]1C[C@@H]1c1ccccc1 | -9% | 2% | 0% | 20% | 13% | 2%
27 | CNC(=S)Nc1cccc(C(=O)OC)c1 | -4% | 32µM* | 3% | 17% | 0% | 2%
28 | Cc1ccc(S(=O)(=O)N2CCN(C(=O)c3cc(S(=O)(=O)N(C)C)ccc3N3CCCC3)CC2)cc1 | ? | 5% | . | 6% | -18% | 2%
29 | COc1cccc(NC(=O)COC(=O)c2nc3nccc(C)n3n2)c1 | 19% | -1% | -2% | 34%[activator] | ? | -4%
30 | CC(C)Oc1ccc(C(=O)N/N=C/c2ccc(-c3ccc(S(=O)(=O)Nc4ncccn4)cc3)o2)cc1 | 5% | 0% | 22% | . | -6% | -13%
31 | COc1ccc(C(=O)NN=C2CCCC2)cc1 | 8% | -5% | -4% | -1% | 9.3µM* | 6%
32 | COc1ccc(F)c(CN2CCN(CCc3ccccc3)C(CCO)C2)c1 (stereo not given) | 29% | -1% | -1% | -23% | 3.7µM* | -1%
33 | CCOC(=O)c1cc2occc2n1CC(=O)NC1CCC(C)CC1 (stereo not given) | -8% | ? | 2% | -4% | ? | 1%
34 | CCCc1nc2c(nnn2Cc2ccccc2Cl)c(=O)[nH]1 | 1% | 1% | -1% | 21% | 57%[activator] | 0%
35 | O=C(CC1SC(=Nc2ccccc2)N(CCCO)C1=O)Nc1ccc(Cl)cc1 (stereo not given) | -29% | -8% | 2% | -23% | ? | 1%
36 | Cc1cc(C)nc(SCc2nnc(SCC(=O)O)n2-c2ccccc2)n1 | -27% | . | 2% | 2% | 0% | 0%
37 | COc1ccc(C)cc1Nc1n[n+](C)c(-c2ccc(O)cc2O)s1 | 10% | ? | -1% | ? | ? | -16%
38 | CC(C)N(C(=O)C(F)(F)F)C(C(=O)NC1CCCCC1)c1ccncc1 (stereo not given) | 4% | 5% | 12% | -13% | -21% | 1%
39 | CN(C)c1ccc(S(=O)(=O)N(C)C)cc1NC(=O)Cc1cccc2ccccc12 | ? | 6% | 7% | ? | ? | 5%
40 | CC(=O)Nc1ccc(NC(=O)c2cccc(C(=O)OC(C)C)n2)cc1 | -12% | 17% | -1% | 102%[activator] | -31% | 3%
41 | Cc1ccnc(NC(=O)CCC(=O)N(CC(=O)NC(C)(C)C)Cc2ccc3c(c2)OCO3)c1 | 8% | 1% | -1% | -9% | 1% | 13%
42 | CC(C)N1CCN(Cc2ccc3c(c2)OCCO3)CC1CCO (stereo not given) | 38%[activator] | ? | -4% | 21% | 1% | -3%
43 | CCc1cc2cccc(C)c2nc1SCC(=O)NC1CCCC1 | 8% | -3% | -3% | 5% | 10% | 3%
44 | CC1(C)CC(N(CCc2ccccc2)Cc2ccccc2)CCO1 (stereo not given) | 0% | 12% | 1% | -25% | ? | -2%
45 | Cc1ccn2cc(-c3ccc(Br)cc3)nc2c1 | ? | -1% | ? | -39% | -27% | -13%
46 | COc1ccc([C@H]2CC(=O)C=C(c3ccccc3OC)C2)cc1OC | -11% | 0% | . | ? | -28% | 0%
47 | O=c1c(Cl)c(O)c2cccc3c4ccccc4n1c23 | 16% | 5% | -3% | -19% | 51%[activator] | 7%
48 | CC(C)c1onc(C(=O)Nc2cccc(Cl)c2)c1[N+](=O)[O-] | -4% | ? | 2% | ? | -1% | 9%
49 | O=C(O)c1ccc(OCCn2ccnc2)cc1 | 15% | 3% | -2% | 53%&2%[activator] | 71%&-6%[activator] | -13%&1%
50 | CCN(CC)CCN1C(=O)C(=O)/C(=C(/O)c2ccc(S(=O)(=O)N3CCOCC3)cc2)C1c1ccc(C)cc1 (stereo not given) | 1% | -6% | -1% | -15% | -6% | 1%

# An excerpt of these results, with values under each structure.
# Results follow in this order: HCV inh | Sm TGR inh | LmPK inhibitor | Pf growth 48h | Pf growth 96h | TbPYK inhibitor
47) O=c1c(Cl)c(O)c2cccc3c4ccccc4n1c23
  16% | 5% | -3% | -19% | 51%[activator] | 7%
46) COc1ccc([C@H]2CC(=O)C=C(c3ccccc3OC)C2)cc1OC
  -11% | 0% | . | ? | -28% | 0%
48) CC(C)c1onc(C(=O)Nc2cccc(Cl)c2)c1[N+](=O)[O-]
  -4% | ? | 2% | ? | -1% | 9%

# Going on with the list.
item | canonical_smiles | HCV inh | Sm TGR inh | LmPK inhibitor | Pf growth 48h | Pf growth 96h | TbPYK inhibitor
51 | O=C(CSc1n[nH]c(=O)n1Cc1ccco1)c1ccc2c(c1)OCCO2 | -4% | -5% | -2% | 21% | 46%[activator] | 4%
52 | O=C(Nc1nnc(SCc2ccc(F)cc2)s1)C1Cc2ccccc2CN1C(=O)c1ccco1 (stereo not given) | ? | -34% | 0% | -21% | -8% | -11%
53 | CCNC(=O)CCSc1nc(C)cc(C)n1 | -7% | 0% | 1% | 27% | 93%[activator] | ?
54 | COc1ccc(NC(=O)CN2C(=O)C(c3ccccc3)=NC23CCCCCC3)cc1OC | -7% | -5% | 4% | -8% | -28% | 4%
55 | Nn1c(SCC(=O)N2CCCCCC2)nnc1-c1ccncc1 | 8% | 2% | 5% | . | -19% | -17%
56 | CCCCC(=O)Nc1ccc(C(=O)NCCc2ccc(S(N)(=O)=O)cc2)cc1 | 10% | ? | 1% | 12% | 4% | 6%
57 | Cc1ccc(NC(=O)COC(=O)C2COc3ccccc3O2)cc1 (stereo not given) | 23% | -4% | . | -21% | -20% | -17%
58 | Cc1nn(C)c(C(=O)N/N=C/c2cccnc2)c1Br | 5% | -16% | -3% | -3% | ? | 10%
59 | CCC(C)c1ccc(OCCn2cc(/C=N/NC(=O)CSc3nnc(C)s3)c3ccccc32)cc1 (stereo not given) | 11% | -10% | 6% | ? | . | 8%
60 | CCN1C(=O)/C(=C/c2nc3ccccc3c(=O)n2-c2ccc(C)cc2)c2ccccc21 | -10% | 4% | -7% | ? | ? | -3%
61 | CCCCOc1ccc(C(=O)NCC2(c3ccc(OC)cc3)CCOCC2)cc1 | -10% | 0% | -1% | -20% | -20% | 0%
62 | CCN(CC(=O)Nc1ccc(C(=O)OC)cc1)Cc1ccccc1 | 8% | . | 2% | 7% | 12% | -5%
63 | Cc1ccc(C(=O)N/N=C\C=C\c2ccccc2[N+](=O)[O-])cn1 | -1% | 4% | 5% | -2% | 13% | 7%
64 | O=C(O)CCCCCNc1nc(=S)[nH]c2ccccc12 | 12% | -3% | 2% | ? | 3% | 4%
65 | CC(C(=O)O)n1cc(Cl)cn1 (stereo not given) | 4.5µM* | 4% | 1% | 6% | 41%[activator] | -7%
66 | COc1ccc(CCN2C(=O)C3C4C=CC(C3C2=O)C2C(=O)N(CCc3ccc(OC)c(OC)c3)C(=O)C42)cc1OC (stereo not given) | 4.5µM* | -3% | 7% | . | ? | -3%

# Rows are unselected. Share with any hit: about 16%.
